Assay outcomes deposited in PubChem by several laboratories.
LAP4 TOR yeast – yeast TOR pathway LAP4-GFP modulation; AID 2023; S. cerevisiae LAP4-GFP multiplex, flow cytometry GFP, 3 h; median GFP as percent of DMSO wells; actives 0.34% (n = 320,000); GFP response vs DMSO, % at 10 µM;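 active = GFP response vs DMSO above a set limit, about the screen mean plus 3 SD, cut at about 150% in these data; inconclusive = under 70 cell events counted for the yeast strain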
proCasp3 act – activates human procaspase-3; recombinant procaspase-3 D3A, Ac-DEVD-pNA absorbance 405 nm; activation, % at 8.5 µM; AID 463141; actives 0.11% (n = 330,000); P42574;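 active = activation above the mean of all tested compounds plus 3 SD, cut at about 21% in these data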;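 note: 0% = DMSO alone and 100% = DMSO wells spiked with extra 5 µM PC-3 D3A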
Target sequence (P42574 whole entry D9A/D28A/D175A): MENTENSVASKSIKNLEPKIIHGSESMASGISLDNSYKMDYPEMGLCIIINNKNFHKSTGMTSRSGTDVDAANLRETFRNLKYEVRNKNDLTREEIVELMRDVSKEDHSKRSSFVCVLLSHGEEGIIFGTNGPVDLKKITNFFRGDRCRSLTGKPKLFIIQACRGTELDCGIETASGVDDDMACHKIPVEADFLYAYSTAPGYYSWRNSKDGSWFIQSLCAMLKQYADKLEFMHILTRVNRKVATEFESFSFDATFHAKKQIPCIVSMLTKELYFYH
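Assay system – Procaspase-3 D3A mutant, all three cleavage aspartates alanine · Controls – DMSO-only low control, 5 µM PC-3 D3A high control · Schedule – 1 h compound preincubation, 2 h substrate hydrolysis at 25 °C · Signal – 405 nm absorbance of p-nitroaniline, reads at 0 and 120 min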
GASC-1 inh – inhibitors of human GASC-1 (JMJD2C) demethylase | GST-JMJD2C(1-420) H3K9me3 demethylation, DELFIA europium | inhibition, % at 2.35 µM | actives 0.069% (n = 330,000);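 active = more than half of a compound's replicate wells show inhibition beyond 50%, single wells judged on their own value; inconclusive = some, but no more than half, of replicates pass 50% inhibition; inactive = no replicate passes 50% inhibition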;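 note: signal counts dimethyl H3K9 product captured on neutravidin plate; 0% = median of DMSO wells and 100% = 0.3 times that DMSO median; strong numbers were not always called active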
Target sequence (Q9H3R0 1-420 limits assumed): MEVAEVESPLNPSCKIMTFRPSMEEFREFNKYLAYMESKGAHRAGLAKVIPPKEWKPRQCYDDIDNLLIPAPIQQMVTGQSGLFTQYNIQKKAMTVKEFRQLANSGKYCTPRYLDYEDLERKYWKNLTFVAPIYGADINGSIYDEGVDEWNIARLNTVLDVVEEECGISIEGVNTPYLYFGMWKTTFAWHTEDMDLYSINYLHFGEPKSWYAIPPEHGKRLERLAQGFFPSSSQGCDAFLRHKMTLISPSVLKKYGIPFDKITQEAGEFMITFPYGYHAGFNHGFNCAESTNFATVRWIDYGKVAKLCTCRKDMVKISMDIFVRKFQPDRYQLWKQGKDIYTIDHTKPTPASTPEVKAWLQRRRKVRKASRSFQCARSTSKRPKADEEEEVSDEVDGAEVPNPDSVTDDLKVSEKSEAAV
proCasp7 act – counter-screen: procaspase-7 (human) activation. actives 0.093% (n = 330,000). recombinant procaspase-7, Ac-DEVD-pNA absorbance 405 nm; D23A/D198A/D206A triple mutant, cannot self-cleave; scale: DMSO 0, 5 µM enzyme 100. activation, % at 8.5 µM. P55210. AID 463210;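 active = percent activation above the screen-wide mean plus 3 SD, cut at about 25% in these data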
Target sequence (P55210 whole entry D23A/D198A/D206A): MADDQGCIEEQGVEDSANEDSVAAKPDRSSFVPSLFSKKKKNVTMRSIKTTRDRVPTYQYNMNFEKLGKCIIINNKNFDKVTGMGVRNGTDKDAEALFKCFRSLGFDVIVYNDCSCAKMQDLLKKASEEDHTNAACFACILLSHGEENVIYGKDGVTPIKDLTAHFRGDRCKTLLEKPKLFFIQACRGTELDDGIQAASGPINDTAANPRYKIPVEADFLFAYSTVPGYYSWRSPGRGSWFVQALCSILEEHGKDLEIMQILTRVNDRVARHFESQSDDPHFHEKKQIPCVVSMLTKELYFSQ
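buffer or medium = Zinc-free HEPES/NaCl buffer, pH 7.4 | material = Procaspase-7 triple mutant (PC-7 D3A) | input = 2 µM procaspase-7 mutant as dispensed | signal = Epi-absorbance of released pNA at 405 nm, two timepoints | timing = 1 h preincubation, 2 h reaction | replicates = singlicate compound testing | evaluation = % activation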
Yeast superoxide – yeast age-related superoxide inhibition as caloric restriction mimetic; actives 0.18% (n = 330,000); S. cerevisiae aged cells, superoxide DHE fluorescence; active compounds read low; superoxide response (% of plate mean), % at 10 µM;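 active = superoxide response under a set limit, about three screen SD below normal, cut at about 65% in these data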;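 note: yeast aged for seven days with compound at 30 °C before DHE staining; 100% = average MFI of all compound-treated wells on the plate with controls excluded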
AHR act – human AHR activation; P35869; AHR-responsive luciferase reporter cells, luminescence; activation, % at 5 µM; actives 2.5% (n = 320,000); AID 2796; in the data active = activation above about 47%;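 note: 0% = vehicle wells and 100% = reference agonist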
RPL19A TOR yeast – modulators of TOR pathway RPL19A-GFP in S. cerevisiae; S. cerevisiae RPL19A-GFP strain, flow cytometry, 3 h; active compounds read low; AID 2025; percent response vs DMSO, % at 10 µM; actives 0.3% (n = 330,000);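 active = percent response vs DMSO below 50%; inconclusive = fewer than 70 events counted for the yeast strain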;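 note: median channel GFP fluorescence of the barcoded RPL19A-GFP strain; ratio of sample median GFP to plate DMSO average so 100% = DMSO; lower means less RPL19A-GFP as with rapamycin TOR inhibition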
MEP2-GFP yeast – modulators of TOR pathway MEP2-GFP in S. cerevisiae; AID 2016; S. cerevisiae MEP2-GFP strain, flow cytometry GFP, 3 h; 100% = DMSO control level; actives 0.51% (n = 330,000); GFP response vs DMSO, % at 10 µM;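 active = GFP response versus DMSO above a set limit, roughly screen mean plus 3 SD, cut at about 180% in these data; inconclusive = fewer than 70 cells counted for a yeast strain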;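 note: median GFP fluorescence of the barcode-gated MEP2-GFP cells per well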
* hit, by the source's call; ? = inconclusive; nt = no result given; & = joins results of further samples. Rows were taken by chance, and some 3.8% of all compounds hit somewhere here.

entry	Compound	LAP4 TOR yeast	proCasp3 act	GASC-1 inh	proCasp7 act	Yeast superoxide	AHR act	RPL19A TOR yeast	MEP2-GFP yeast
1	COC(=O)CN1C(=O)[C@H]2[C@@H](C3CC3)N3C(=O)CN(Cc4ccc(-c5ccccc5)cc4)C(=O)[C@@]3(Cc3ccccc3)[C@H]2C1=O	133	16	8	5	98	-2	106	93
2	CC(Oc1ccc(Cl)cc1Cl)C(=O)Nc1ccc(S(=O)(=O)Nc2cnc3ccccc3n2)cc1 (stereo not given)	95	2	5	5	124	7	96	118
3	CCn1[nH]c(=O)c(=Nc2c(C)n(C)n(-c3ccccc3)c2=O)cc1-c1ccc(Cl)cc1	95	2	-1	0	96	3	102	101
4	Brc1ccc(C[n+]2ccccc2)cc1	101	8	-5	9	102	2	107	108
5	Cc1ccccc1-c1nnc(SCC(=O)NC2CCS(=O)(=O)C2)n1C (stereo not given)	98	11	5	15	81	0	99	105
6	CCOc1ccccc1NC(=O)CCCc1ccc(OC)c(C)c1	78	11	18	13	96	6	94	96
7	CCOC(=O)NCc1ccc2c(c1)cc(C)n2C	98	-1	-3	3	102	1	98	101
8	COc1ccc(CNC(=O)N2CCN(c3ccc(F)cc3)CC2)cc1Cl	107	4	-5	0	92	-3	102	110

Two successive entries already listed:
entry	Compound	LAP4 TOR yeast	proCasp3 act	GASC-1 inh	proCasp7 act	Yeast superoxide	AHR act	RPL19A TOR yeast	MEP2-GFP yeast
7	CCOC(=O)NCc1ccc2c(c1)cc(C)n2C	98	-1	-3	3	102	1	98	101
8	COc1ccc(CNC(=O)N2CCN(c3ccc(F)cc3)CC2)cc1Cl	107	4	-5	0	92	-3	102	110

Next results:
entry	Compound	LAP4 TOR yeast	proCasp3 act	GASC-1 inh	proCasp7 act	Yeast superoxide	AHR act	RPL19A TOR yeast	MEP2-GFP yeast
9	CN(Cc1ccccc1)CC(O)COc1ccc(CNCc2nccn2C)cc1 (stereo not given)	105	-5	-1	3	101	4	100	106
10	Cc1cc(N2CC(=O)N(CCc3ccccc3)C(=O)C2)n2ncnc2n1	104	-11	-3&-3	-7	106	2	102	97
11	COc1ccc(CN2C(=O)c3cccnc3C2=O)cc1S(=O)(=O)N1CC(C)Oc2ccccc21 (stereo not given)	107	2	-14	3	102	-2	102	104
12	Cc1ccc(N2CCN(S(=O)(=O)c3c(C)nc4scc(C)n4c3=O)CC2)c(C)c1	110	-1	-30	2	110	0	98	106
13	CN1CCN(C(=O)C2CCN(S(=O)(=O)c3ccccc3[N+](=O)[O-])CC2)CC1	97	-1	-8	-4	99	-2	97	98
14	CCOC(=O)C(c1ccccc1)N1CCN(c2ccc(OC)cc2)CC1 (stereo not given)	91	-11	-13	-6	102	3	94	86
15	CCn1c(NCc2ccc(OC)cc2)nc2ccccc21	93	-4	3	4	102	4	100	110
16	CCOCCCNC(=O)CN1C(=O)COc2ccc(S(=O)(=O)N3CCCC3)cc21	98	0	14	4	106	0	101	112
17	CN1CCN(CCOCCOc2c(Cl)cc(Cl)cc2Cl)CC1	103	-14	6	-9	96	-1	92	104
18	Cn1c(=O)c2ncn(CC(=O)Nc3cc(C(F)(F)F)ccc3N3CCOCC3)c2n(C)c1=O	98	-2	101	0	134	1	93	104
19	Cc1c(Cl)cnc(NC(=O)COC(=O)c2ccc([N+](=O)[O-])s2)c1Cl	104	-12	9	-16	93	5	108	102
20	Cn1nc(-c2ccc(Cl)cc2)c2cc(C(=O)N3CCN(c4ccccc4)CC3)sc21	91	-1	21	4	100	101*	99	103
21	CCc1ccc(N2Cc3ccccc3C2)cc1	118	5	0	-2	101	17	98	102
22	COC(=O)c1ccc(Cn2cnc3c(sc4nc(N5CCOCC5)c5c(c43)CCCC5)c2=O)o1	98	2	17	-8	99	0	99	100
23	Cc1ccc(NC(=O)c2c(C)nc(Nc3nc4ccccc4o3)nc2C)cc1	nt	3	2	9	121	4	102	102
24	Cc1cccc(C(=O)N2CCCC(N3CCN(c4ccc(F)cc4)CC3)C2)n1 (stereo not given)	100	7	-4	1	93	4	103	97
25	CCC(C)NC(=O)[C@H]1N2C(=O)c3c(ccc(OC)c3OC)C2SC1(C)C (stereo not given in full)	97	3	1	4	83	2	106	106
26	O=c1cc(-c2ccc(O)c(O)c2)oc2c(C3O[C@H](CO)[C@@H](O)[C@H](O)[C@H]3O)c(O)cc(O)c12 (stereo not given in full)	105	-15	64*	12	98	2	105	91
27	COc1ccc(C2c3c(-c4ccccc4O)n[nH]c3C(=O)N2CCc2ccc(OC)c(OC)c2)cc1 (stereo not given)	95	8	46&-45	8	109	6	101	101
28	O=C(NCc1ccccc1Br)c1cccc2c1C(=O)c1ccc(-c3ccc(OC(F)(F)F)cc3)cc1S2(=O)=O	90	5	0	5	111	1	96	90
29	CCOC(=O)N1CCN(c2nc(C)cc(C(F)(F)F)n2)CC1	111	-2	51	-3	91	3	107	103
30	O=C(NCc1ccc(F)cc1)c1cc(S(=O)(=O)N2CCCCC2)ccc1N1CCOCC1	108	4	nt	8	96	-2	98	104
31	CCn1c(SCC(=O)c2ccccc2)nnc1-c1ccoc1C	96	-1	1	7	99	-1	97	103
32	CCO[C@@H]1OC(C(=O)N2CCN(Cc3ccccc3)CC2)=C[C@H](c2ccccc2)[C@H]1CCCO	90	2	-1	-1	104	-2	101	104
33	O=C(NCCCN1CCCCC1)C1CCC(=O)N1CCc1ccccc1 (stereo not given)	106	-4	6	-9	95	3	90	100
34	Cc1c2c(nc3c(C)cccc13)OC(C)C2 (stereo not given)	104	-4	5	-1	93	5	97	110
35	COc1ccc(-c2noc(CCC(=O)Nc3cc(OC)ccc3OC)n2)cc1	104	5	6	5	97	1	nt	87
36	COc1cccc(-n2ccnc2SCC(=O)Nc2ccccc2)c1	96	-2	1	14	83	5	99	93
37	CCCC(C)C(=O)Nc1nnc(CCc2ccccc2)s1 (stereo not given)	93	3	-13	-3	76	1	102	98
38	Cc1cc(C)cc(-n2c(SCC(=O)NCc3ccco3)nc3ccccc3c2=O)c1	90	-4	6	2	105	-2	94	108
39	Cc1ccc(Br)cc1S(=O)(=O)Nc1cccnc1	97	nt	-2	nt	102	nt	103	107
40	COCCN1CCc2[nH]c(=S)[nH]c(=O)c2C1	99	6	-23	1	103	2	103	103
41	CCN(C1CCCCC1)S(=O)(=O)c1ccc(S(=O)(=O)N(CC(=O)Nc2ccccc2)C2CC2)cc1	102	9	14	4	88	-5	nt	100
42	CC1CN(C(=O)CN2C(=O)NC3(CCCC3)C2=O)C(=Nc2cccc(S(=O)(=O)N(C)C)c2)S1 (stereo not given)	102	4	-5	7	89	-1	94	95
43	OCCNC(=S)c1ccccc1	96	-8	-6	10	118	3	100	98
44	O=C(Nc1cccc(F)c1)c1ccc(Cn2cc([N+](=O)[O-])cn2)o1	90	1	-2	4	82	26	97	89
45	COCCCn1c(CCC(=O)O)ccc1-c1ccc(F)cc1	102	0	-6	7	93	6	100	96
46	CCCS(=O)(=O)N1CCN(c2ccccc2F)CC1	102	3	7	2	83	-2	95	94
47	N/C(CC(=O)Nc1cc(C(F)(F)F)ccc1Cl)=N\O	86	1	?	5	77	5	97	95
48	CCCCn1c(=N)c(S(=O)(=O)c2ccc(Br)cc2)cc2c(=O)n3cccc(C)c3nc21	100	-4	3	1	108	-1	99	101
49	Cc1nnc2sc(COc3ccccc3)nn2c1=O	93	4	-42	6	103	3	104	109
50	CC(C)c1ccc(NC(=O)C2CCCCC2C(=O)O)cc1 (stereo not given)	98	5	28	7	103	1	99	101
51	COC(=O)c1ccc(Cn2nnc3c(=O)[nH]c(C4CCCN(S(=O)(=O)c5ccccc5)C4)nc32)cc1 (stereo not given)	97	5	1	2	88	0	98	108
52	CCCN(C(=O)c1ccc(S(=O)(=O)N2CCCC2)cc1)C1CCS(=O)(=O)C1 (stereo not given)	100	-5	1	-3	84	-1	100	102
53	Nc1n[nH]c(N)c1N=Nc1ccccc1	108	2	14	6	98	1	100	94
54	O=C(Nn1c(=O)[nH]c2ccccc2c1=O)c1ccco1	85	-11	7	13	118	0	88	84
55	COc1ccc(OC)c(NC(=O)/C=C/c2ccccc2[N+](=O)[O-])c1	105	-2	2	1	122	71*	101	107
56	CC1CN(C(=S)SCC(=O)c2ccc(Cl)cc2)CC(C)O1 (stereo not given)	112	2	16	-3	88	23	108	99
57	CC(=O)N1CCc2cc(S(=O)(=O)CCC(=O)NCCc3ccc(C)cc3)ccc21	91	-4	1	1	125	0	100	100
58	COc1ccc(C2Oc3ccccc3N2C(C)=O)cc1 (stereo not given)	112	-2	14	-1	93	1	102	103
59	COc1ccc(CCNC(=O)c2ccc(S(=O)(=O)N(C)c3ccccc3)cc2)cc1OC	101	6	1	9	102	0	108	114
60	COc1ccc(S(=O)(=O)n2cnc(C)c2)cc1	105	6	-17	3	109	1	101	101
61	O=C(N/N=C1/CCCc2ccccc21)C(c1ccccc1)c1ccccc1	102	-1	-4	0	96	2	101	104
62	COc1ccccc1C(=O)NC(CCSC)C(=O)NNC(=O)c1ccc(F)cc1 (stereo not given)	95	3	-1	-3	85	6	100	99
63	COc1cccc(CNC(=O)CN2C(=O)COc3ccc(S(=O)(=O)N4CCCC4)cc32)c1	92	-2	0	2	76	1	94	96
64	Cc1sc2ncnc(NCC3(N4CCOCC4)CCCCC3)c2c1C	?	-1	5	-3	96	4	85	96

Continued:
entry	Compound	LAP4 TOR yeast	proCasp3 act	GASC-1 inh	proCasp7 act	Yeast superoxide	AHR act	RPL19A TOR yeast	MEP2-GFP yeast
65	COc1cccc(CNC(=O)c2nnn(CC(=O)Nc3c(C)cccc3C)c2N)c1	94	6	-14	-1	89	0	102	110
66	O=C(CCCCCn1c(=S)[nH]c2cc3c(cc2c1=O)OCO3)NCCc1ccccc1	99	6	-9	6	114	2	103	108
67	O=C(COC(=O)COc1ccccc1)NCCc1ccccc1	120	-8	-1	3	93	0	106	107
68	N#C/C(=C(/O)c1ccc(F)cc1)c1nc2ccccc2s1	91	5	6	-3	99	23	103	98
69	COc1ccc(CCC2CCNCC2)cc1	97	7	7	6	107	1	102	100
70	O=S(=O)(NCc1ccco1)c1ccc2c(c1)Cc1ccccc1-2	104	-18	2	-31	106	1	97	96
71	Cc1cc(NC(=O)c2cccc(Oc3ccccc3)c2)n[nH]1	98	-2	-2	10	89	66*	108	107
72	OC(COc1ccccc1)CN1CCOCC1 (stereo not given)	96	-1	-3	9	98	0	101	102
73	N#Cc1cc2sc3nnc(-c4ccncc4)n3c2cc1C#N	106	-5	1	3	94	-16	104	108
74	O=C(NCc1cccnc1)C(=O)Nc1ccc([N+](=O)[O-])cc1	102	8	-1	-3	94	23	99	106
75	CCCCn1c(N)c(N(CCOC)C(=O)COC(=O)c2cc(CCC)c(C)s2)c(=O)[nH]c1=O	120	12	-16	7	91	-1	95	100
76	O=C(CCCCCNc1nc(=S)[nH]c2ccccc12)NCCc1ccc(Cl)cc1	104	1	-18	0	100	-2	102	100
77	COc1ccc(NS(=O)(=O)c2ccc3c(c2)n(C)c(=O)n3C)cc1	99	0	-4	-8	93	5	102	104
78	Cc1cc(C)cc(NC(=O)C(=O)NCC2CCCO2)c1 (stereo not given)	94	4	19	7	86	15	106	103
79	CCOC(=O)CSc1nc2ccccc2c(=O)n1CC	97	8	13	0	94	0	96	100
